Bioassay records: PubChem, Emory University Molecular Libraries Screening Center
14-3-3g Raf – modulators of human 14-3-3 gamma - Raf peptide interaction; P61981; FP, 14-3-3gamma / TMR-pS259-Raf peptide binding; inhibition, % at 40 µM; 0.19% of 160,000 active; AID 422; in the data active = inhibition above about 30%;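 also: 0% = protein plus tracer without compound and 100% = blank with tracer alone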
Target sequence (P61981 whole entry, looked up): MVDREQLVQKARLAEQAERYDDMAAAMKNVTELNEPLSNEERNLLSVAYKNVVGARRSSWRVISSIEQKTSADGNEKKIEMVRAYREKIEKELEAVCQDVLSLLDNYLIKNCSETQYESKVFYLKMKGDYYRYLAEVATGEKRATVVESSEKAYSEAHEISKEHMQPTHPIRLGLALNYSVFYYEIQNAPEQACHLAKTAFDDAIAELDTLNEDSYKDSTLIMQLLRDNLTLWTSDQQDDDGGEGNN
An asterisk follows results filed as active; & = joins results of further samples. Some of the compounds tested, so the mix of outcomes need not match the whole.

14-3-3g Raf	structure
-2.7	Cc1ccc(Cl)cc1N1CCN(S(=O)(=O)c2ccc3[nH]c(=O)c(=O)[nH]c3c2)CC1
-2.2	O=C(CCSCc1cccc(Cl)c1)NCCc1ccc(Cl)cc1
-17.3	CC1CCN(CCCNC(=O)Cn2ccc3ccccc3c2=O)CC1
-4.0	COc1ccc(/C(O)=C2\C(=O)C(=O)N(CCc3ccccc3)C2c2ccc(F)cc2)cc1 (stereo unspecified)
-2.0	Cn1c(=O)cc(OCCCC(=O)Nc2ccccn2)c2ccccc21
5.6	CSCCC(NS(=O)(=O)c1ccc2c(c1)oc(=O)n2C)C(=O)NC1CCCCC1 (stereo unspecified)
-3.2	CCC(=O)N(Cc1ccco1)c1nc(-c2ccccc2)cs1
7.0	Cc1ccc(-c2c3c(=O)n(C)c(=O)n(C)c3cn2-c2cccc3ccccc23)cc1
-4.4	COCCn1c(SCC(=O)Nc2cccc(C)c2)nnc1C(C)C
0.7	COc1ccc(Br)cc1C1N=C(c2ccc3c(c2)OCO3)CC(c2cc(Cl)ccc2O)N1 (stereo unspecified)
-10.2	COc1ccccc1OCC(=O)OCC(=O)NCCN1C(=O)CSC1=O
3.5	CSc1nnc2c(n1)OC(C=Cc1ccccc1)Nc1ccc(Br)cc1-2 (stereo unspecified)
-0.7	CCCCNC(=O)C(NS(=O)(=O)c1cccc2nsnc12)c1ccccc1 (stereo unspecified)
-2.5	CCn1c(Sc2ccc(N)cc2Cl)nc2ccccc21
2.9	O=C(c1cnc2ccccn2c1=O)N1CCc2ccccc21
-7.3	O=C(Nc1cccc(NC(=O)c2cc([N+](=O)[O-])ccc2Br)c1)c1ccco1
3.6	O=C1CCCC(=O)N1c1ccc(NCc2cccc(F)c2)c([N+](=O)[O-])c1
-42.1	CC(=O)Oc1c(Br)cc(N(C(C)=O)S(=O)(=O)c2ccc(Cl)cc2)c2ccccc12
-5.2&-10.5	CCN(c1cccc(C)c1)S(=O)(=O)c1ccc2c(c1)CCN2C(C)=O
-0.3	CCN(CC)S(=O)(=O)c1ccc2c(c1)c(=O)c(C(=O)N1CCN(c3ccccn3)CC1)cn2C
-1.3	CC(Sc1cccc2cccc(C(=O)O)c12)C(=O)O (stereo unspecified)
0.2	CN1CCN(c2nc(-c3ccccc3)nc3ccccc23)CC1
8.2	CC(C)c1nc(NCCN2CCOCC2)c(C#N)c2c1COC(C)(C)C2
-5.5	CN(C)c1ccc(Sc2nnc(N)s2)cc1

Reprinted from the part before: five entries, then new ones.
14-3-3g Raf	structure
-0.3	CCN(CC)S(=O)(=O)c1ccc2c(c1)c(=O)c(C(=O)N1CCN(c3ccccn3)CC1)cn2C
-1.3	CC(Sc1cccc2cccc(C(=O)O)c12)C(=O)O (stereo unspecified)
0.2	CN1CCN(c2nc(-c3ccccc3)nc3ccccc23)CC1
8.2	CC(C)c1nc(NCCN2CCOCC2)c(C#N)c2c1COC(C)(C)C2
-5.5	CN(C)c1ccc(Sc2nnc(N)s2)cc1
-1.5	O=C(Nc1nc2c(s1)CCCC2)c1ccc(Br)o1
-9.3	O=C(Nc1ccc(Br)cc1)c1cc(S(=O)(=O)NCc2ccc(F)cc2)ccc1F
-2.0&3.0	COC(=O)c1sc(=S)n(-c2ccccc2)c1N
-7.3	COc1ccc(NC(=O)c2ccc(NC(=O)C3CCCO3)cc2)cc1Cl (stereo unspecified)
0.2&-9.1	COc1cccc(CC(=O)NCC2COc3ccccc3O2)c1OC (stereo unspecified)
-6.0	CCc1ccc(C2C(C(=O)OCC(C)C)=C(C)NC3=C2C(=O)CC(c2cccs2)C3)s1 (stereo unspecified)
1.4	O=c1cc(CSc2nnnn2-c2ccccc2)[nH]c2[nH]n(-c3ccccc3)c(=O)c12
-9.9	CCCCCSc1nc2c(cnn2-c2ccccc2)c(=O)[nH]1
-1.1	CCOC(=O)c1c(C)n(-c2ccccc2)c2ccc(OC(=O)c3ccco3)cc12
3.5	Cc1ccccc1C1CC(=O)c2c(ccc3ccccc23)N1 (stereo unspecified)
-13.0	CCOc1ccc2c(c1)sc(=NC(=O)c1ccc(S(=O)(=O)N3CCCC(C)C3)cc1)n2CC (stereo unspecified)
-2.4	COc1ccc(-c2nc3ccc(C(=O)O)cc3nc2-c2ccc(OC)c(OC)c2)cc1OC
14.1	Brc1ccc(-c2nc(-c3ccncc3)no2)o1
-12.9	COc1cccc2sc(=NC(=O)c3cccc(Cl)c3)n(C)c12
-12.3	COc1ccc(NC(=O)CSc2nc3c(c(=O)n2-c2ccc(Cl)cc2)SCC3)cc1
-1.1	FC(F)Oc1ccccc1C1C=C(c2ccc(Br)cc2)Nc2nnnn21 (stereo unspecified)
-158.4	O=C(NCc1ccccc1)c1cc(-c2ccccc2)nc2ccccc12
5.9	O=C(c1ccccc1)N1CCCC(c2nc3c(nnn3Cc3ccccc3)c(=O)[nH]2)C1 (stereo unspecified)
-4.9	COc1ccc(NC(=O)CCN2C(=S)NC(C)(C)CC2C)cc1Cl (stereo unspecified)
-3.2	CCOC(=O)C1(C)NC(c2ccc(N(C)C)cc2)C2C(=O)N(CC)C(=O)C21 (stereo unspecified)
0.1	Nc1cc(C(=O)N2CC=C(c3ccccc3)CC2)ccc1N1CC2CC(C1)c1cccc(=O)n1C2 (stereo unspecified)
-3.5	Cc1cc(C)n2nc(CC(=O)NCc3ccc(F)cc3)nc2n1
-0.4	CCCSc1nnc2c3ccccc3n(CCC)c2n1
-5.0	Cc1nc(NC2=NCN(CC3CCCO3)CN2)nc2ccccc12 (stereo unspecified)
3.7	CCn1c(=O)cc(OCC(=O)NCCC(C)C)c2ccccc21
11.6	Cc1cc(C)nc(N(C#N)CC(=O)N(c2ccccc2)C(C)C)n1
-9.2	COC(=O)C(C)Sc1nc2c(c(=O)n1-c1ccc(C)cc1)SCC2 (stereo unspecified)
-0.1	Oc1ccccc1-c1nc(Nc2ccc(F)cc2)c2ccccc2n1
-58.9	Cc1cc(C)n2c(SC/C(O)=C(\C#N)c3nc4ccccc4[nH]3)nnc2n1
-8.3	O=C(NCc1ccccn1)c1cc2n(n1)C(C(F)(F)F)CC(c1ccco1)N2 (stereo unspecified)
-3.7	O=C(NCc1cccnc1)C1CC(=O)N(c2ccc(F)cc2)C1 (stereo unspecified)
0.0	COC(=O)C1=C(C)NC2=C(C(=O)CC(c3ccc(OC)c(OC)c3)C2)C1c1ccc2c(c1)OCO2 (stereo unspecified)
-10.9	Cc1ccc(CCNc2ccccc2)cn1
-1.2	CCC(=O)N1CCc2cc(S(=O)(=O)CCC(=O)NCCC3=CCCCC3)ccc21
-0.7	O=C(O)c1ccc(CNCc2ccc(Cl)cc2)cc1
-0.1	COc1ccc(C(=O)NCc2cccnc2)cc1OC
4.6	Cc1cc(SCC(=O)c2ccccc2)n2nc(C)nc2n1
-4.1	CCN1CCN(C(=O)c2cn(CC(C)C)c(=O)c3c2c2ccccc2n3C)CC1
-7.0	CCOC(=O)N1CCC(NC(=O)C2CCN(S(=O)(=O)c3cnc[nH]3)CC2)CC1
-5.0	COc1ccc(N2C(=O)C3ON(c4ccc(Cl)cc4)C(c4ccco4)C3C2=O)cc1 (stereo unspecified)
-8.3	CCC1CC(C)(c2csc(Nc3ccc(C)cc3)n2)OC1=O (stereo unspecified)
-8.0	N#Cc1c(N)sc(=S)c2c1CCCC2
5.0	CC(C)(C)OC(=O)NCCc1nnc(SCC(=O)c2ccc(Cl)cc2)o1
-3.8	Cc1ccccc1NC(=O)N1CCCC(c2nc(-c3ccc(C(C)C)cc3)no2)C1 (stereo unspecified)
-3.4	COc1cc2c(cc1OC)C(COc1ccc(C(C)C)cc1)N(C(C)=O)CC2 (stereo unspecified)
-0.3	Fc1nc(N2CCOCC2)c(F)c(Oc2ccc(Br)cc2)c1F
1.7	CCNC(=O)CP(=O)(c1ccccc1)c1ccccc1
6.2	COC(=O)C1=C(C)NC2=C(C(=O)CCC2)C1c1ccc(OC)c(O)c1 (stereo unspecified)
-0.8	O=C(CSc1ccc2nnc(-c3ccccn3)n2n1)Nc1ccc2c(c1)OCO2
-2.0&-3.5	Cc1cccc(-c2noc(Cc3ccccc3)n2)c1
-174.2	Cn1c2c(c(=O)n(C)c1=O)C(c1cccs1)C1C(=O)c3ccccc3C1=N2 (stereo unspecified)
-1.7	Cc1ccc(Nc2c(-c3ccccn3)nc3cccc(C)n23)cc1
-5.8	Cc1cccc(N=c2oc3c(C)ncc(CO)c3cc2C(N)=O)c1
-3.0	CCCCCn1c(C(C)NC(=O)CCC)nc2ccccc21 (stereo unspecified)
1.1&-4.6	COc1cc2nc(CN3C(=O)c4ccccc4C3=O)oc(=O)c2cc1OC
-10.8	COc1ccc(NS(=O)(=O)c2ccc(NC(C)=O)cc2)cc1OC
5.4	Cn1cc(I)c(C(N)=O)n1
-0.1	CC=CCOC(=O)C1=C(C)NC(=O)NC1c1ccc(Cl)cc1 (stereo unspecified)
-14.2	O=C(CSc1nc2ccccc2s1)NCC(=O)c1ccccc1
-4.5	CC1CCCCN1CCn1cnc2c([nH]c3ccccc32)c1=O (stereo unspecified)

Remaining list, next part:
14-3-3g Raf	structure
2.5	O=C1NC(c2ccc(-c3cccc([N+](=O)[O-])c3)o2)C(C(=O)c2ccccc2)C(O)(C(F)(F)F)N1 (stereo unspecified)
-5.8	Cc1c(C(=O)NCCC2=CCCCC2)oc2ccc(S(=O)(=O)N3CCC4(CC3)OCCO4)cc12
-4.7	O=c1oc2ccccc2cc1-c1ccc(N=CC=Cc2ccccc2Cl)cc1
-13.5	Cc1cccc(C(=O)Nc2sc3c(c2C(=O)O)CCCC3)c1
-4.1	CCn1cc(C(=O)O)c(=O)c2cnc(N3CCN(C(=O)Nc4ccccc4)CC3)nc21
-7.8	O=S(=O)(Nc1ccc2c(c1)nc1n2CCN(Cc2ccccc2)C1)c1ccc(Cl)cc1
16.6	Cc1[nH]c2ccc3c(ncn3CCC#N)c2c1C
-4.9	CCC(C)NC(=O)c1cnn2c(C)c(Cc3ccc(Cl)cc3)c(C)nc12 (stereo unspecified)
-2.9	Cc1ccc(OC2=NS(=O)(=O)c3cc([N+](=O)[O-])ccc32)cc1
-2.0	Cc1ccc(C)c2[nH]c(=O)c(CN(CCCN(C)C)C(=O)NCc3ccccc3)cc12
4.4	O=C(c1cc([N+](=O)[O-])ccc1Cl)N1CCCc2ccccc21
-6.2	COc1ccc(C(=O)CCC(=O)O)c(C)c1

Fetched by structure from the list above:
14-3-3g Raf	structure
-10.8	COc1ccc(NS(=O)(=O)c2ccc(NC(C)=O)cc2)cc1OC
-8.3	O=C(NCc1ccccn1)c1cc2n(n1)C(C(F)(F)F)CC(c1ccco1)N2 (stereo unspecified)
3.6	O=C1CCCC(=O)N1c1ccc(NCc2cccc(F)c2)c([N+](=O)[O-])c1
4.6	Cc1cc(SCC(=O)c2ccccc2)n2nc(C)nc2n1

For convenience, six of the compounds above:
14-3-3g Raf	structure
16.6	Cc1[nH]c2ccc3c(ncn3CCC#N)c2c1C
-4.9	CCC(C)NC(=O)c1cnn2c(C)c(Cc3ccc(Cl)cc3)c(C)nc12 (stereo unspecified)
-2.9	Cc1ccc(OC2=NS(=O)(=O)c3cc([N+](=O)[O-])ccc32)cc1
-2.0	Cc1ccc(C)c2[nH]c(=O)c(CN(CCCN(C)C)C(=O)NCc3ccccc3)cc12
4.4	O=C(c1cc([N+](=O)[O-])ccc1Cl)N1CCCc2ccccc21
-6.2	COc1ccc(C(=O)CCC(=O)O)c(C)c1

Additional entries:
14-3-3g Raf	structure
-8.8	CCOc1ccc(NC(=O)c2cnc3scc(C)n3c2=O)cc1
-1.0	O=C(O)c1c2c(nc3ccccc13)C(=Cc1ccc([N+](=O)[O-])cc1)CC2
-8.9	COc1cccc(NS(=O)(=O)c2ccc3[nH]cc(C(=O)NCc4ccc(C)cc4)c(=O)c3c2)c1
-5.3	Cc1ccccc1NC(=O)C(C)N1C(=O)c2ccccc2C1=O (stereo unspecified)
-6.5	CCOc1cc(C=Cc2cc(C(F)(F)F)[nH]c(=O)n2)ccc1OCc1ccc(F)cc1
-6.7	COc1ccc(Oc2c(C(F)(F)F)oc3c(CN(C)C)c(O)ccc3c2=O)cc1
-12.1	COc1ccc2c(c1)CCc1c(C(=O)Nc3cc(OC)c(OC)c(OC)c3)noc1-2
-1.8	COc1cc(S(=O)(=O)NCc2ccco2)ccc1Cl
1.5	COc1ccc(Cl)cc1NC(=O)CSc1cc(=O)n(C)c2ccccc12
-2.5	CCOc1ccc(-c2cc(C(=O)NCCCn3ccnc3)c3ccccc3n2)cc1
2.0	Cc1ccc([N+](=O)[O-])cc1NC1OC(CO)C(O)C(O)C1O (stereo unspecified)
1.2	CC1CCN(C(=O)c2cccn3c(=O)c4sccc4nc23)CC1
-15.8	COC(=O)C1C(=O)C2=C(CC1C)NC(C)=C(C(=O)OCCOC(C)C)C2c1ccc2c(c1)OCO2 (stereo unspecified)
-21.0	COC(=O)C1=C(O)CSC1=Nc1cccc(C(F)(F)F)c1
-11.5	O=C1CSc2ccc(C(=O)NCCN3CCCCCC3)cc2N1
-3.4&1.2	O=C(Nc1ccccc1C(=O)O)c1ncn[nH]1
4.2	Cn1c(CCc2ccc(N)cc2)nc2ccccc21
3.4	O=C(Sc1nc(-c2ccccc2)c(-c2ccccc2)[nH]1)c1cccs1
-10.4	COc1ccc(NC(=O)CSc2nnc(Cc3ccccc3)o2)c(OC)c1
-28.2	Cc1cc(=O)[nH]c(SCC(=O)Nc2nc(-c3ccccc3)cs2)n1
-3.0	O=C(C1CCN(S(=O)(=O)c2cccc3cccnc23)CC1)N1CCN(c2ccccc2)CC1
3.5	c1ccc(-c2nnc3sc(-c4ccncc4)nn23)cc1
1.6	COC(=O)C1=NNC2C(=O)N(c3c(C)cc(C)cc3C)C(=O)C12 (stereo unspecified)
2.9	Cc1cc(S(=O)(=O)NCC(=O)O)ccc1F
-0.5&-9.9	COc1ccc(S(=O)(=O)N2CCC(C(=O)N3CCc4ccccc4C3)CC2)cc1
-22.1&-52.3	Cc1cc2ccccc2c(=O)[nH]1
-8.5	O=C(c1cccc(Cl)c1)N1CCCC(C(=O)N2CCCCCC2)C1 (stereo unspecified)
